PfHsp40 rescue = rescue of PfHsp40-mediated yeast toxicity; S. cerevisiae expressing PfHsp40, growth rescue, ATP luminescence; growth rescue, % at 12.5 µM; actives 0.68% (n = 340,000); AID 504582; in the data active = growth rescue above about 28%, passing the limit was not always enough; inconclusive = no clear call, values can overlap the other calls;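 note: yeast W303a lacking pdr1 and pdr3 grown in galactose medium; growth measured after three days at 30 °C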
FadD28 binding = blocks FadD28 binding to the bisubstrate probe. actives 0.22% (n = 360,000). fluorescence polarization. AID 588549. inhibition, % at 12.5 µM; in the data active = inhibition above about 8.5%, passing the limit was not always enough; inconclusive = no clear call, values can overlap the other calls
Mtb FBA inh = inhibitors of M. tuberculosis fructose-bisphosphate aldolase; P9WQA3; purified M. tuberculosis FBA, fluorescence read-out; inhibition, % at 1 µM; actives 2.3% (n = 360,000); in the data active = inhibition above about 27%;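 note: 0% = vehicle and 100% = reference inhibitor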
Target sequence (P9WQA3 whole entry, looked up): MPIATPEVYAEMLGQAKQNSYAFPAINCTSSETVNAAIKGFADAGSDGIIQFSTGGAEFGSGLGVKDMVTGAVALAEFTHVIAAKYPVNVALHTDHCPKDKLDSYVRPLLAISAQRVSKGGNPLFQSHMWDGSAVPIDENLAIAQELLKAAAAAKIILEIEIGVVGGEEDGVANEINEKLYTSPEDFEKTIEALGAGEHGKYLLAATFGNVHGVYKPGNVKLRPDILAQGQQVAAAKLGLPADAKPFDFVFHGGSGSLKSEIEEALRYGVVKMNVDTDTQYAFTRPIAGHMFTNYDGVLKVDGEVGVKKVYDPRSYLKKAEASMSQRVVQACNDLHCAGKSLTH
BioA inh = BioA (M. tuberculosis) enzyme inhibition. AID 602481. purified M. tuberculosis BioA enzyme, plate reader. actives 0.096% (n = 360,000). inhibition, % at 9.99 µM; in the data active = inhibition above about 40%; inconclusive = no clear call, values can overlap the other calls
GDH-TPI counter = GDH-TPI coupled enzyme inhibition counter-screen; GDH-TPI coupled enzyme counterscreen, NADH absorbance; inhibition, % at 4.8 µM; actives 1.2% (n = 360,000); in the data active = inhibition above about 30%;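 note: 0% = DMSO wells and 100% = wells lacking the enzyme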
Mtb UGM inh = blocks M. tuberculosis UGM enzyme. P9WIQ1. purified UGM, fluorescence polarization probe displacement. inhibition, % at 10 µM. actives 0.06% (n = 320,000); in the data active = inhibition above about 10%, passing the limit was not always enough; inconclusive = no clear call, values can overlap the other calls
Target sequence (P9WIQ1 whole entry, looked up): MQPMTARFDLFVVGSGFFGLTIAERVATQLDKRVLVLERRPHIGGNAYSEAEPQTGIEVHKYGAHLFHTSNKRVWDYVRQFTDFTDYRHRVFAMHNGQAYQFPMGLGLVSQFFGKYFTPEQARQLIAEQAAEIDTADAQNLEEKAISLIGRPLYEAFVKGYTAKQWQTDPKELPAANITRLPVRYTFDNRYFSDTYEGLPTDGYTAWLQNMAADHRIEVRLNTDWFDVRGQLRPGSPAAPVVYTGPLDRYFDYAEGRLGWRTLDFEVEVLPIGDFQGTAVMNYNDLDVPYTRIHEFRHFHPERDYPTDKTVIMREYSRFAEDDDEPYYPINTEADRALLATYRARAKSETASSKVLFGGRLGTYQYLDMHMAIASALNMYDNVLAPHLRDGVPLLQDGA
Anthrax LF inh2 = anthrax lethal factor protease inhibition | P15917 | multiplex microsphere protease cleavage assay, LF | inhibition, % at 10 µM | actives 0.12% (n = 360,000) | AID 588501; note: plate controls were buffer without enzyme for full effect and enzyme alone for no effect
BoNT A protease = inhibitors of Botulinum neurotoxin A light chain protease; multiplex microsphere protease substrate cleavage, flow cytometry; AID 588499; inhibition, % at 10 µM; actives 0.17% (n = 360,000); note: plate controls were buffer without enzyme for full effect and enzyme alone for no effect
BoNT F protease = inhibitors of Botulinum neurotoxin F light chain protease | actives 0.22% (n = 360,000) | inhibition, % at 10 µM | Multiplex microsphere protease cleavage assay, flow cytometry; in the data active = inhibition above about 35%, passing the limit was not always enough; inconclusive = no clear call, values can overlap the other calls; note: plate controls were buffer without enzyme for full effect and enzyme alone for no effect
* marks the source's active call; other numbers are inactive results; ? = inconclusive; · = no result given; & = joins results of further samples. Cut-off read from the data, not from the text of the source, unless noted: active = inhibition above about 30%; inconclusive = no clear call, values can overlap the other calls; inactive = below that.

Values in the order – BioA inh	Anthrax LF inh2	BoNT A protease	BoNT F protease	GDH-TPI counter	PfHsp40 rescue	FadD28 binding	Mtb UGM inh	Mtb FBA inh
- O=C(NCCc1ccccc1)C1CC(=O)N(C2CCCCC2)C1 (configuration not stated)
    0.0	-3	-2.2	-10	-5	-0.6	-2.5	1.0	-1
- CC(=O)Nc1ccccc1C(=O)OCc1ccccc1F
    0.4	-4	-0.4	-10	2	0.3	-1.8	-1.5	2
- O=C1C2C(c3ccccc3)CC=CC2[C@H](c2ccoc2)N1Cc1ccccc1 (some centres not stated)
    -1.7	-3	0.6	3	10	-1.1	-4.2	0.3	1
- Cc1cc(C)n(CC(=O)NC2C(=O)N3C(C(=O)O)=C(CSc4nnc(C)s4)CSC23)n1 (configuration not stated)
    ·	-6	1.1	2	11	-0.6	1.0	1.3	3
- CCOC(=O)c1c(C)[nH]c(C(=O)/C(C#N)=C/c2ccc(OC)c(OC)c2)c1C
    -0.3	0	2.0	-1	4	0.2	0.1	-2.3	3
- CCCCCC(=O)N1C[C@H](O)[C@@H](n2cc(COC(=O)c3ccccc3)nn2)C[C@@H]1c1ccc(OC)cc1
    -2.0	-2	0.0	2	0	·	-3.4	·	-3
- Cc1ccc(NC(=O)CCCc2ccccc2)nc1
    0.8	-3	-0.3	-6	0	0.4	-4.6	0.7	-2
- COC(=O)C1=C(N)Oc2cc(C)n(CCc3ccccc3)c(=O)c2C1c1cccnc1 (configuration not stated)
    3.0	1	-0.1	16	3	-0.3	-6.7	1.0	1
- Cc1cc(Cl)ccc1OCC(=O)N[C@@H](Cc1ccccc1)c1nc2ccccc2[nH]1
    ·	-2	-0.5	10	8	-1.1	-2.1	-4.1	2
- COc1ccc(S(=O)(=O)N(C)C[C@H]2Oc3c(NC(=O)Nc4c(C)noc4C)cccc3C(=O)N([C@H](C)CO)C[C@@H]2C)cc1
    1.2&-1.0	-1	0.1	-10	0	1.8	-0.1	1.6	0
- Cc1ccccc1N(C(=O)CCCC(=O)Nc1ccccn1)C(C(=O)NC1CCCC1)c1ccc(O)cc1 (configuration not stated)
    0.6	-11	-1.7	-19	1	-0.5	-3.8	1.6	-3
- O=C(CN1CCN(c2ccc(F)cc2)CC1)Nc1cc(C(F)(F)F)ccc1Cl
    -1.6	1	1.2	1	13	1.4	0.2	-2.6	-1
- Cc1ccc(Cn2ccc(NC(=O)C3C4CCC(C4)C3C(=O)O)n2)cc1 (configuration not stated)
    -1.4	-4	-0.1	-7	-11	0.1	-4.7	1.1	0
- O=c1c2oc3ccccc3c2ncn1Cc1ccc(Cl)cc1
    0.8	-7	-0.5	-9	-2	-0.7	-2.5	-1.8	2
- CC(C)Oc1ccc(N2C(=O)c3ccccc3C2=O)cc1
    -0.3	-1	-0.4	-8	1	-0.4	0.2	5.8	0

Brought forward from above: four compounds, followed by the next part.
Values in the order – BioA inh	Anthrax LF inh2	BoNT A protease	BoNT F protease	GDH-TPI counter	PfHsp40 rescue	FadD28 binding	Mtb UGM inh	Mtb FBA inh
- O=C(CN1CCN(c2ccc(F)cc2)CC1)Nc1cc(C(F)(F)F)ccc1Cl
    -1.6	1	1.2	1	13	1.4	0.2	-2.6	-1
- Cc1ccc(Cn2ccc(NC(=O)C3C4CCC(C4)C3C(=O)O)n2)cc1 (configuration not stated)
    -1.4	-4	-0.1	-7	-11	0.1	-4.7	1.1	0
- O=c1c2oc3ccccc3c2ncn1Cc1ccc(Cl)cc1
    0.8	-7	-0.5	-9	-2	-0.7	-2.5	-1.8	2
- CC(C)Oc1ccc(N2C(=O)c3ccccc3C2=O)cc1
    -0.3	-1	-0.4	-8	1	-0.4	0.2	5.8	0
- COc1ccc(CNC(=O)N2CCc3ccccc3C2)cc1
    0.4	-11	-1.4	-12	14	-0.1	0.7	-1.8	-2
- CCOC(=O)C(NC(C)=O)C(O)c1ccc([N+](=O)[O-])cc1 (configuration not stated)
    0.8	-6	-0.4	1	-9	1.2	-0.7	-1.2	6
- Cc1cc(C)nc(-n2nc(C)cc2NC(=O)c2cccc(S(=O)(=O)N3CCOCC3)c2)n1
    -0.4	-2	-0.1	6	3	-0.1	-2.0	·	-1
- Cc1cc(OCC(=O)Nc2ccc(CN3CCOCC3)cc2)c2c(C)c(C)c(=O)oc2c1
    -1.2	-4	-0.1	0	3	-1.1	-4.4	-2.5	71*
- O=C(NCCc1nc2ccccc2[nH]1)/C(=C/c1ccc2c(c1)OCO2)NC(=O)c1ccccc1
    -0.6	-2	-0.2	1	20	0.3	-0.2	0.7	3
- Cc1cccc(C)c1-n1nnnc1C(C)(C)N1CCN(N=O)CC1
    ·	-3	0.4	-16	-2	-1.6	-0.7	-2.5	1
- CCCN(CCC)CCCNC(=O)c1ccc2c(Cl)c3c(nc2c1)CCC3
    -1.0	8	-0.5	-4	6	0.1	·	3.4	1
- CCOc1ccc(NC(=O)CSc2nc3ccccc3c(=O)n2CCNC(C)=O)cc1
    0.0	-1	1.7	2	-15	0.2	-1.4	-2.2	-3
- CC(NC(=O)/C(=C\c1ccco1)NC(=O)c1ccco1)C(=O)O (configuration not stated)
    -1.0	1	-1.1	9	13	-0.5	-4.6	-1.2	-2
- O=C1Nc2ccccc2/C1=N/N=C/c1ccc(-c2ccc([N+](=O)[O-])cc2)o1
    ·	-4	-0.7	1	10	1.1	-1.1	·	1
- CN1C(=O)C(=Cc2ccc(N3CCOCC3)o2)C(=O)N(C)C1=O
    ·	1	-0.6	-4	3	-2.2	-0.5	-7.1	-11
- CCOc1ccccc1NC(=O)CN(C)S(=O)(=O)c1cccc2nsnc12
    0.9	3	0.9	-6	-7	1.2	-3.8	-1.1	-2
- COc1cccc(/C=C2/C(=O)NN(c3ccccc3)C2=O)c1
    -0.1	-10	4.2	?	2	?	·	1.5	-1
- COCCN(C(=O)CSc1nncn1-c1ccccc1)c1c(N)n(Cc2ccccc2)c(=O)[nH]c1=O
    ·	0	-0.6	-2	4	-1.4	-1.2	-1.3	4
- CCC(=O)N1CCC2(CC1)Oc1ccc(F)cc1C(=O)C21CC(c2ccccc2)=NO1 (configuration not stated)
    -0.4	-11	-0.1	-12	10	5.5	-3.6	-2.6	-1

New compounds follow.
Values in the order – BioA inh	Anthrax LF inh2	BoNT A protease	BoNT F protease	GDH-TPI counter	PfHsp40 rescue	FadD28 binding	Mtb UGM inh	Mtb FBA inh
- COc1ccc(Cn2nnnc2C(CC(C)C)N2CCN(c3ccccc3)CC2)cc1 (configuration not stated)
    -5.2	-8	-0.1	?	4	3.7	-0.3	-0.3	55*
- Cc1cc(NC(=O)CCC2CCCC2)no1
    -6.1	-2	0.8	-10	4	0.0	-1.1	-1.4	-3
- C=CCn1c(SCC(=O)Nc2c(C)n(C)n(-c3ccccc3)c2=O)nc2scc(-c3ccccc3)c2c1=O
    ·	2	0.7	-1	11	-1.1	-2.7	2.2	-3
- CC(C)(C)Cc1nnc(NC(=O)CCc2ccccc2)s1
    -1.4	-8	-0.2	?	18	0.5	-0.9	-2.1	4
- CCNC(=O)C1(C)CCCN(C(=O)c2cc(C)nn2C(C)(C)C)C1 (configuration not stated)
    -0.6	-1	0.1	6	2	·	-1.2	·	2
- Nc1c2c(nc3sc4c(c13)CCCCC4)CCCC2
    -0.1	-1	0.6	-4	8	0.1	-0.1	-3.8	1
- O=C(CSc1nc(C2CC2)n(-c2ccccc2)n1)NCc1ccco1
    -0.6	·	·	·	-9	1.0	-1.1	-2.8	4
- CCCCN(C)CCn1c(=S)[nH]c2ccc(N3CCOCC3)cc2c1=O
    0.1	3	1.1	3	11	-0.2	-1.7	-2.8	12
- COc1ccc(NS(=O)(=O)c2cc(NC(=O)C(CC(C)C)NC(N)=O)ccc2N2CCOCC2)cc1 (configuration not stated)
    -0.1	-1	-0.7	-3	14	0.1	-0.9	·	5
- CCOC(=O)C(=CNNc1cccc(Cl)c1)C(=O)OCC
    -0.5	-4	4.4	?	3	7.3	-0.9	5.7	-1
- COC(=O)c1ccccc1NC(=O)CN1C(=O)CSC1=O
    -0.9	-10	-0.3	-11	0	-0.9	-2.3	-0.2	1
- CCOC(=O)CN(C(=O)COc1nc(-c2ccccc2)cc(C)c1C#N)c1ccccc1C
    3.5	·	·	·	-2	·	-0.6	3.3	1
- CCC/C(=C1/c2ccccc2C(=O)N1c1ccccc1)c1ccc2c(c1)OCCO2
    -0.6	-3	0.7	0	10	1.2	-4.1	0.1	5
- Cc1csc(NC(=O)Cc2ccccc2Cl)n1
    -0.5	1	0.8	5	0	1.5	-1.0	3.0	2
- COc1cc(C(=O)O)c2c(c1C)OC(=O)c1c(C)cc(O)c(C=O)c1O2
    0.0	-3	0.3	-1	5	86*	1.0	2.3	3

More results follow:
Values in the order – BioA inh	Anthrax LF inh2	BoNT A protease	BoNT F protease	GDH-TPI counter	PfHsp40 rescue	FadD28 binding	Mtb UGM inh	Mtb FBA inh
- COCCCNC(=O)/C(C#N)=C/c1ccc(F)cc1
    ·	-3	-0.3	2	2	-1.2	-2.4	2.9	-6
- Cc1cccc(N2CCN(S(=O)(=O)c3c(C)noc3/C=C/N(C)C)CC2)c1C
    ·	-1	-0.6	1	9	0.4	-1.7	-0.9	1
- CC(=O)Nc1ccc(Nc2cc(C)nc3c(-c4ccccc4)c(C)nn23)cc1
    ·	0	-0.1	-5	5	1.9	-0.8	-3.0	3
- Cc1cccc(NC(=O)CSc2nnc([C@@H](N)Cc3ccccc3)o2)c1C
    8.3	-7	0.6	1	6	1.4	-0.7	-6.0	-1
- COc1cc(C2C3=C(CC(C)(C)CC3=O)OC(N)=C2[N+](=O)[O-])ccc1O (configuration not stated)
    0.5	-2	-0.1	-4	6	-0.1	-2.7	1.7	-3
- Cc1cc(C)c2cc(C)c(SCC(=O)NCc3ccco3)nc2c1
    ·	2	0.7	0	11	0.2	-1.7	-0.9	-4
- Cc1c(C)n2c(SCC(=O)N3CCC(C)CC3)nnc2[nH]c1=O
    ·	·	·	·	5	-0.2	-3.5	-0.3	-4
- Cc1cccc(C)c1NC(=O)N1CC=CCC1
    -1.8	-3	-2.0	-6	-1	0.3	-3.7	1.8	1
- O=C(NNC(=O)c1ccccc1O)c1ccc(Cl)c(S(=O)(=O)N2CCCCC2)c1
    0.1	?	-1.1	7	7	-1.3	3.2	-0.3	2
- Cc1cccc(C(=O)NCCC(=O)Nc2ccc(C#N)cc2)c1
    -1.6	1	4.7	7	0	-0.3	-1.9	0.4	0
- CN1CCc2nc3sc(C#N)c(N)c3c(-c3cccs3)c2C1
    -1.5	-1	15	-12	12	-0.5	-0.6	-0.3	4
- O=C(NCC(=O)N1CCN(C(=O)c2ccco2)CC1)c1ccc(Cl)cc1
    -2.9	1	-0.1	1	1	0.1	-0.5	-1.4	1
- COc1cc(-c2cc(NC=O)c3ncc(-c4cccc(C(=O)N(C)C)c4)n3c2)cc(OC)c1OC
    7.3	-2	0.4	-2	4	·	-2.8	·	-3
- O=C(CSc1nc2ccccc2c(=O)n1-c1ccccc1)N1CCN(CCO)CC1
    50*	0	-0.9	3	8	-0.9	-3.1	0.9	2
- CCn1nc(NS(=O)(=O)c2ccc([N+](=O)[O-])cc2)c2cc3ccc(C)cc3nc21
    2.4	-1	3.3	-1	-1	0.1	-2.6	-5.5	1

Next structures
Values in the order – BioA inh	Anthrax LF inh2	BoNT A protease	BoNT F protease	GDH-TPI counter	PfHsp40 rescue	FadD28 binding	Mtb UGM inh	Mtb FBA inh
- O=C(Nc1ccc(Cl)c(C(F)(F)F)c1)C(=O)N1CCCCC1
    ·	-1	-0.1	0	-4	0.7	-4.7	0.9	2
- COc1cc(NC(=O)CN2CCC(C(N)=O)(N3CCCCC3)CC2)c(OC)cc1Cl
    ·	1	-0.5	3	9	0.0	2.3	0.0	2
- Cc1cc(=O)[nH]c(SCCc2ccccc2)n1
    -0.3	-6	-0.1	3	6	0.2	-0.7	3.6	1
- CN1CCN(CCCNC(=O)c2ccc3c(=O)n(CCc4ccccc4)c(=O)[nH]c3c2)CC1
    -0.7	-2	1.1	14	4	0.2	-4.0	-1.1	6
- Cc1ccc(S(=O)(=O)CCC(=O)NCCC2=CCCCC2)cc1
    0.1	-2	1.9	-6	-5	-0.8	0.6	-0.4	-2
- O=C(NC1CCS(=O)(=O)C1)c1cn(-c2ccccc2)nc1-c1ccccc1 (configuration not stated)
    -0.9	-4	1.1	18	8	-0.2	0.1	2.2	4
- COc1ccccc1CNC(=O)c1cnn2c(C(F)F)cc(C)nc12
    4.0	·	·	·	7	0.1	-1.3	4.0	5

From PubChem BioAssay
